EPAC2 agonist – activates human EPAC2 exchange factor; EPAC2 activation, biochemical qHTS; response scale: 100% = 6.5 mM cAMP response; AID 720711; Potency, µM (titrated, usually from 154 µM), for inactives: top-dose activation, actives largely listed as activators; 0.079% of 360,000 active; note: nearly all actives have a fitted effect of over 50% in size
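Compounds were added across a concentration range to EPAC2 (100 nM), RAP1B-BODIPY-GDP (250 nM) and GDP (50 uM). After 5 min at room temperature, fluorescence was recorded at 5-min intervals for 30 min.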
EPAC2 antag – antagonists of human EPAC2. Q8WZA2. EPAC2 GEF exchange of Rap1B-BODIPY-GDP, fluorescence. 0.18% of 360,000 active. Potency, µM (doses to about 114 µM), for inactives: at the top dose activity, negative = inhibition, actives largely listed as inhibitors; note: % is set by controls: 0 for no effect and ±100 for the full control effect; nearly all actives have a fitted effect of over 45% in size; many of its hits are not listed in these tables
aSyn rescue – alpha-synuclein toxicity inhibition in yeast. 0.14% of 370,000 active. Potency, µM (titrated, usually from 46.1 µM), for inactives: at the top dose growth rescue (activation), most hits filed as activators. AID 652106. Yeast expressing alpha-synuclein, growth rescue, BacTiter-Glo, 24 h; note: % of control where 0% means no effect; nearly all actives have a fitted effect of over 65% in size
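Screening used galactose-induced yeast with toxic alpha-synuclein levels, exposed to compound for 24 hr at 30 deg C. Cell growth, read with BacTiter-Glo luminescence, gave the measured signal.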
EPAC1 agonist – agonists of human EPAC1; 0.073% of 360,000 active; Potency, µM (highest dose often 154 µM), for the others: at the top dose activation, hits mostly activators; EPAC1 agonist qHTS, biochemical assay; response scale: 100% = response to 6.5 mM cAMP; note: nearly all actives have a fitted effect of over 60% in size
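Nucleotide exchange assay: 100 nM EPAC1 with 250 nM Rap1B loaded with BODIPY-GDP and 50 uM GDP, room temperature. Fluorescence (480/540 nm) read every 5 min for 30 min; signal change normalized to 6.5 mM cAMP as full agonist.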
TDP-43 yeast inh – rescues yeast growth from TDP-43 toxicity; Potency, µM (doses to about 46.1 µM), without a hit: at the top dose growth rescue (activation), usual class: activators; TDP-43 expressing yeast growth rescue, BacTiter-Glo, 24 h; AID 652104; 1.8% of 410,000 active; note: % of control where 0% means no effect; nearly all actives have a fitted effect of over 50% in size
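Galactose-induced TDP-43 yeast, OD600=0.02, compound pinned; 24 hr, 30 deg C; BacTiter-Glo luminescence for growth. Inhibitors of TDP-43 toxicity read as activators.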
FUS suppressor – suppressors of FUS proteinopathy in yeast; Potency, µM (series often up to 76.6 µM), for inactives: top-dose growth rescue (activation), most hits filed as activators; 0.24% of 390,000 active; S. cerevisiae FUS-expressing, growth rescue, OD600, 24 h;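 note: plate controls were DMSO vehicle for no effect and reference control for full effect; nearly all actives have a fitted effect of over 55% in size; some results filed as inactive show a strong effect at the top dose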
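Cultures pregrown in 2.5% raffinose medium are shifted to minimal medium containing 2% galactose to express toxic FUS. Compounds are tested at several concentrations. After 24hr at 30C, growth is quantified at 600 nm absorbance.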
EPAC1 antagonist – EPAC1 (human) antagonism | O95398 | EPAC1 GEF assay, Rap1b-BODIPY-GDP exchange fluorescence | Potency, µM (top dose mostly 115 µM), without a hit: at the highest dose activity change, negative = inhibition, actives largely listed as inhibitors | 0.14% of 360,000 active | AID 720709;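 note: plate controls were vehicle for no effect and positive control for full effect; nearly all actives have a fitted effect of over 50% in size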
PTHR1 agonist – agonists of human PTHR1 parathyroid hormone receptor; Q03431; HEK293 GP2 PTHR1 cells, GloSensor cAMP luminescence, 1 h; Potency, µM (top dose mostly 115 µM), for the others: top-dose activation, actives largely listed as activators; 0.075% of 410,000 active; AID 743266; note: nearly all actives have a fitted effect of over 55% in size; some results filed as inactive show a strong effect at the top dose; inactives centre near -15; many of its hits are not listed in these tables
Target sequence (Q03431 whole entry, looked up): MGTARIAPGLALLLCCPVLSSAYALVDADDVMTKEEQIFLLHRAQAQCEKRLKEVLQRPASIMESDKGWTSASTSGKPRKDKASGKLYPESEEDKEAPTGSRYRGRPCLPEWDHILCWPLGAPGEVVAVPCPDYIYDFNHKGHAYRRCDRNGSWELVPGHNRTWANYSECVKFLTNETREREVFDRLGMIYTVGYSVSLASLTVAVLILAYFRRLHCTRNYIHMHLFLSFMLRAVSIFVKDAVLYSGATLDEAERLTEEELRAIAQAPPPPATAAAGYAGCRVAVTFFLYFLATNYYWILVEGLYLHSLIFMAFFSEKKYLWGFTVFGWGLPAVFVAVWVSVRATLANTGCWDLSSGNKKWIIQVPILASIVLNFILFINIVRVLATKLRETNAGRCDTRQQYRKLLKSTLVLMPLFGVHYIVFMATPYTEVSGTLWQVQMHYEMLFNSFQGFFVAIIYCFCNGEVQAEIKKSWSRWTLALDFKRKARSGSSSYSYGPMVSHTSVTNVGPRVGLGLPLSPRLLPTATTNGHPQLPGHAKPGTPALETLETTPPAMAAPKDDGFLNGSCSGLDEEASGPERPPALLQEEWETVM
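HEK-293-derived GP2 cells expressing PTHR1 and a GloSensor cAMP reporter, 3,000/well, plated overnight, given luciferin plus IBMX (each 0.5 mM as added) for 1 h at 37 °C, then compound for 1 h at 37 °C. Luminescence was read after 15 min at room temperature.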
Active calls of the source: *; i = inactive; ? = inconclusive; . = not tested or not shown; [ ] = remark or other dose. Calls come from the whole dose curve; as a rule, active = well fitted curve in the direction sought with a large enough effect; inconclusive = small, poorly fitted or top-dose-only effect, or another doubt; inactive = no such curve, though single readings can be large; an effect the other way counts as inactive or inconclusive. Potency is the fitted concentration of half-maximal effect.

structure	TDP-43 yeast inh	EPAC2 antag	FUS suppressor	EPAC1 agonist	EPAC2 agonist	EPAC1 antagonist	aSyn rescue	PTHR1 agonist
CCOc1ccc(N(C(=O)CNC(=O)c2ccco2)C(C(=O)NCC2CCCO2)c2ccccc2)cc1 (stereo not drawn)	-15%	5%	-10%	0%	5%	-1%	-1%	-29%
Cn1c(=O)c2c(nc(OCC3COC(C)(C)O3)n2Cc2ccccc2F)n(C)c1=O (stereo not drawn)	-5%	4%	5%	-8%	-83%[inhibitor][15.6 µM]	3%	-3%	i
O=C(NCCN1C(=O)S/C(=C\c2ccccc2F)C1=O)C1CCCN1C(=O)c1cccs1 (stereo not drawn)	-18%	15%	48%	?	7%	28%	18%	i
C=CCN(C(=O)CCC(=O)Nc1cc(C)on1)C(C(=O)NC1CCCC1)c1ccc(CC)cc1 (stereo not drawn)	4%	-10%	13%	-10%	-3%	-4%	3%	i
CC(C(=O)N1CCN(c2ccccc2F)CC1)c1ccc([N+](=O)[O-])cc1 (stereo not drawn)	?	-2%	11%	4%	9%	-6%	10%	-14%
COc1ccc(-c2cc(-c3ccccc3)n[nH]2)c(O)c1	2%	-6%	17%	12%	18%	-17%	-1%	-16%
O=C(NC(NC(=O)c1ccccc1)c1ccccc1)c1ccccc1	-23%	-13%	?	6%	8%	-11%	-19%	10%
CC(=O)Nc1ccc(S(=O)(=O)N(C)CC(=O)OCCOc2cccc(C)c2)cc1	0%	-7%	22%	1%	7%	-22%	-1%	-45%
Cc1c(NC2=CC(=O)CC(C)(C)C2)c(=O)n(-c2ccccc2)n1C	-5%[9.22 µM]	0%	8%	-3%	1%	7%	0%	-11%
S=C(Nc1ccccc1)Nc1nc2ccccc2n1CCOc1ccc(Cl)cc1	?	6%	0%	7%	5%	2%	-22%	i
CN1CCN(S(=O)(=O)c2ccc(NC(=O)c3ccccc3F)cc2)CC1	-37%[inhibitor]	-5%	-18%	8%	2%	-1%	0%	i
Cc1ccc(S(=O)(=O)NC2=NCN(C3CCN(Cc4ccccc4)CC3)CN2)cc1	-14%	-4%	23%	13%	-3%	-6%	-1%	-5%[57.5 µM]
CCOC(=O)C(=CNc1ccc(C#N)cc1)C(=O)OCC	?	1%	-31%	11%	8%	-2%	6%	i
COc1cc(CC(=O)OCC(=O)N(C)C2CCCCC2)cc(OC)c1OC	3%	7%	.	0%	-9%	1%	0%	i
Cn1c(C(=O)OCC(=O)NCc2ccc(F)cc2)cc2occc21	21%	-4%	-3%	4%	0%	1%	0%	i
Cc1cc2ncn(N)c2cc1C	-23%	3%	-23%	-2%	8%	7%	2%	i
COC(=O)C1CCCN1C(C(=O)NC1CCCCC1)c1ccc(Cl)cc1 (stereo not drawn)	-3%	36%	1%	-12%	12%	-4%	-6%	-7%
O=C(c1cccnc1)N(Cc1ccccc1)C1(C(=O)Nc2ccccc2)CCCCC1	20%	5%	-13%	8%	-1%	-14%	8%	i
CCC(Nc1nc(-c2ccccc2)nc2ccccc12)C(=O)O (stereo not drawn)	-24%	6%	1%	2%	4%	6%	4%	i
Cc1ccc(CC(=O)Nc2cc([N+](=O)[O-])ccc2F)cc1	16%	13%	-7%	1%	4%	14%	-12%	i
CCOC(=O)N1CCN(c2nc(C(F)(F)F)nc3c(C)cc(C)cc23)CC1	9%	-20%	17%	-1%	9%	-12%	-4%	-37%[inhibitor]
O=C(CNC(=S)N(CCCN1CCOCC1)Cc1cccs1)NCCN1CCOCC1	-8%	-5%	14%	3%	9%	-8%	-5%	-6%
C/C=C/c1ccc(OCCCNC2CCCC2)c(OC)c1	-20%	15%	12%	5%	-5%	20%	-5%	i
O=C(CSc1ncccn1)NCc1ccc2c(c1)OCO2	?	2%	-19%	-1%	-9%	1%	3%	i
OCCN1CCN(c2cc(-c3ccccc3)c3ccccc3n2)CC1	2%	1%	-6%	-12%	7%	0%	-10%	i

The list continues:
structure	TDP-43 yeast inh	EPAC2 antag	FUS suppressor	EPAC1 agonist	EPAC2 agonist	EPAC1 antagonist	aSyn rescue	PTHR1 agonist
CCN(CC(=O)Nc1ccccc1C(F)(F)F)C(=O)Cc1ccccc1	6%	-8%	20%	-8%	-3%	13%	-10%	i
CCN1CCN(C(=O)c2ccc(OC3CCN(CCc4ccccc4)CC3)cc2)[C@@H](C)C1=O	14%	2%	8%	-14%	12%	-6%	4%	i
N=c1oc2ccc(Br)cc2cc1C(=O)NC1CCCCCC1	-1%	3%	-3%	-4%	-2%	17%	-1%	6%
COc1ccc(SC[C@H](Cc2ccccc2)N2CCN(CCc3ccccc3)CCC2=O)cc1	14%	-12%	6%	8%	17%	-11%	13%	i
Cc1cc(OCC(=O)N(C)c2ccccc2)cc2c1C(=O)CC(C)(C)O2	9%	-12%	5%	2%	14%	-2%	6%	i
Cc1cccc(CCNC(=O)C2CCC(CNc3c(N4CCCC4)c(=O)c3=O)CC2)c1 (stereo not drawn)	1%	11%	-5%	-5%	-2%	2%	-3%	-8%
CCn1c(CN2CCN(C(c3ccccc3)c3ccccc3)CC2)nc2c1c(=O)n(C)c(=O)n2C	-1%	-7%	-14%	13%	13%	8%	-2%	-18%
CS(=O)(=O)NCCNc1ncc(C(F)(F)F)cc1Cl	-6%[9.22 µM]	11%	6%	-4%	9%	-1%	-1%	i
Cc1ccc(N2CCN(S(=O)(=O)N3CCOCC3)CC2)cc1C	-2%	7%	-12%	-15%	1%	15%	-5%	-6%
N#CC1=C(SCC(=O)Nc2ccccc2)NC(=O)CC1c1ccc(O)cc1 (stereo not drawn)	-10%	-1%	-4%	-13%	11%	-4%	-3%	-40%[inhibitor]
Brc1ccccc1OCCN1CCOCC1	-6%	4%	-6%	4%	2%	-7%	5%	-3%
CC1(C(=O)NS(=O)(=O)c2ccc(Cl)s2)CCN1C(=O)Cc1cc(F)ccc1F (stereo not drawn)	7%	?	-6%	-11%	4%	-8%	-5%	-22%
CCNC(=O)C1(C)CCCN(C(=O)c2sc(-c3ccccc3)nc2C)C1 (stereo not drawn)	27%	-13%	-16%	7%	4%	21%	-6%	-16%
COc1ccc(CNC(=O)CSc2nnnn2-c2ccccc2)cc1	2%	8%	0%	-3%	7%	3%	-6%	-3%[57.5 µM]
Cn1c(-c2ccc3ccccc3n2)[n+](C)c2ccccc21	2%	15%	-11%	1%	6%	-13%	-7%	-8%
COc1cc2nc(/C=C/c3cc(OC)c(OC)c(OC)c3)sc2cc1SC	-22%	15%	?	1%	14%	3%	-3%	-7%
CC(=O)c1ccc(S(=O)(=O)Nc2cccc(-c3ccc(N4CCOCC4)nn3)c2)cc1	0%	4%	50%	3%	17%	-27%	-2%	-7%
CN1CCc2c(sc(NC(=O)CSc3ccccc3)c2-c2nc3ccccc3s2)C1	5%	.	?	.	.	.	-64%[inhibitor]	20%
O=C(CSc1ncccn1)NC(=O)Nc1ccc2c(c1)OCCO2	28%	6%	26%	5%	3%	4%	2%	-10%
CC1CC(C)CN(c2cc(=O)n(Cc3ccc(F)cc3)c(=O)[nH]2)C1 (stereo not drawn)	0%	2%	-11%	-7%	9%	11%	-3%	-16%
CCN1CCN(C(=O)C2CCN(c3nnc(C)c4c(C)n(-c5ccc(C)cc5)nc34)CC2)CC1	-1%	-8%	-11%	-20%	10%	-19%	-3%	i
COc1cccc(OCCNS(=O)(=O)c2ccccc2[N+](=O)[O-])c1	?	-11%	12%	-4%	9%	17%	0%[1.84 µM]	-20%
C[C@@H]1O[C@@H](O[C@@H]2C(=O)c3c(O)cc(O)cc3O[C@H]2c2ccc(O)c(O)c2)[C@H](O)[C@H](O)[C@H]1O	6%	-1%	3%	4%	9%	12%	-7%	i
OCCNc1nc(Nc2ccccc2)nc2ccccc12	7%	2%	15%	4%	10%	-6%	0%	i
O=C(Nc1cccc(Br)c1)c1ccc2snnc2c1	19%	12%	9%	-8%	4%	21%	3%	-22%

Going on with the list.
structure	TDP-43 yeast inh	EPAC2 antag	FUS suppressor	EPAC1 agonist	EPAC2 agonist	EPAC1 antagonist	aSyn rescue	PTHR1 agonist
FC(F)(F)c1ccc(-c2csc(-c3ccno3)n2)cc1	11%	-6%	9%	1%	12%	-16%	-6%	-29%
O=C(NCc1cccnc1)C(=O)NCC(c1ccco1)N1CCN(c2ccc(F)cc2)CC1 (stereo not drawn)	-10%	-1%	.	3%	22%	-2%	-20%	-46%[inhibitor]
CCn1ncc(Br)c1C(=O)Nc1cc(C(=O)OC)ccc1C(=O)OC	-4%	30%[activator][57.1 µM]	3%	10%	-15%	0%	4%	i
COC(=O)CSc1nc2ccc(N)cc2s1	18%	3%	8%	7%	-4%	-2%	6%	i
Cc1ccc(C)c(CC(=O)N2CCCCC2c2cc(C(=O)Nc3cccc(C#N)c3)no2)c1 (stereo not drawn)	?	9%	?	1%	10%	3%	-1%	i
C/C(=N\NC(=O)COc1ccccc1F)c1cc2ccccc2o1	0%	9%	.	-15%	-4%	-22%	13%	-27%
CCc1nnc(NC(=O)C2CCN(S(=O)(=O)Cc3ccccc3)CC2)s1	17%	16%	13%	-2%	-1%	1%	-6%	-1%
Cc1ccc2cccc(NC(=O)c3ccc(-c4cccc(Cl)c4Cl)o3)c2n1	-4%	.	-9%	.	.	.	-2%	i
C/C(=N\NC(=O)c1ccc(Cn2cc([N+](=O)[O-])cn2)o1)c1cccc(NC(=O)c2cccnc2)c1	7%	9%	.	0%	7%	6%	-1%	-1%
Cc1ccc(OCCN2CCC2(C)C(=O)NCc2ccc(C(F)(F)F)cc2)cc1 (stereo not drawn)	9%	-21%	?	-22%	-4%	-17%	19%	i
Cc1cccc(OCCCC(=O)Nc2ccc(N(C)C)cc2)c1	8%	0%	12%	-9%	1%	5%	-16%	i
COC(=O)[C@@]12CCCN1[C@H](c1ccc(-c3ccc(F)cc3)cc1)[C@H]1C(=O)N(C)C(=O)[C@H]12	-12%	1%	?	-1%	1%	-4%	11%	-18%

For convenience, part of the list above:
structure	TDP-43 yeast inh	EPAC2 antag	FUS suppressor	EPAC1 agonist	EPAC2 agonist	EPAC1 antagonist	aSyn rescue	PTHR1 agonist
COC(=O)CSc1nc2ccc(N)cc2s1	18%	3%	8%	7%	-4%	-2%	6%	i
Cc1ccc(C)c(CC(=O)N2CCCCC2c2cc(C(=O)Nc3cccc(C#N)c3)no2)c1 (stereo not drawn)	?	9%	?	1%	10%	3%	-1%	i

Only part of the results is shown, so the mix of outcomes need not match the whole.
